Bfl-1 Bim block: human Bim-Bfl-1 interaction inhibition | Q16548 | Bead-based flow cytometry, Bim-Bfl-1 binding inhibition | AID 1008 | inhibition, % at 10 µM | 190,000 compounds, 0.12% hits;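 also: 0% = wells without compound plus tracer and 100% = blocker peptide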
Bcl-XL Bim block: inhibitors of Bim-Bcl-XL interaction, human; inhibition, % at 10 µM; Q07817; Bim peptide-Bcl-XL binding, bead flow cytometry, fluorescence; 190,000 compounds, 0.04% hits
GSH fluor: compound fluoresces at 488/530 nm on GSH beads; GSH beads flow cytometry, compound fluorescence 488/530 nm; active compounds read high; fluorescence (KMESF) at 10 µM; 190,000 compounds, 0.25% hits; AID 1776; in the data active = fluorescence above about 89;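 also: glutathione beads carrying GST-tagged Bcl family fusion proteins plus one bare bead set; values are compound well signal with DMSO vehicle wells as background; inactives centre near 16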
Bim-Bcl-W: human Bim-Bcl-W interaction inhibition. AID 952. 190,000 compounds, 0.02% hits. bead-based flow cytometry, Bim peptide-Bcl-W binding. inhibition, % at 10 µM;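 also: 0% = bound tracer without compound and 100% = peptide blocker; higher means less fluorescent Bim peptide bound to Bcl-W beads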
Target sequence (Q92843 whole entry, looked up): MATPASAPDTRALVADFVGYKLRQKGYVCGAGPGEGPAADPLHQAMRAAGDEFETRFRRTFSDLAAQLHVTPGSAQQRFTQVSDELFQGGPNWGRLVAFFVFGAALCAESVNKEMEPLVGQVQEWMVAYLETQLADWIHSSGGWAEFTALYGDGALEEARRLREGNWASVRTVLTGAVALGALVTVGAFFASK
RGS4-Gao reg: modulates binding of RGS4 to human Galphao. AID 1415. binding response (% of control), % at 10 µM. 220,000 compounds, 0.33% hits. P09471. Multiplexed bead flow cytometry; actives lie on both sides; in the data active = binding response below about 49% or above about 150%; inactive = in between;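 also: fluorescent Galphao activated with aluminum fluoride binding bead-coupled RGS4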
Target sequence (P09471 whole entry, looked up): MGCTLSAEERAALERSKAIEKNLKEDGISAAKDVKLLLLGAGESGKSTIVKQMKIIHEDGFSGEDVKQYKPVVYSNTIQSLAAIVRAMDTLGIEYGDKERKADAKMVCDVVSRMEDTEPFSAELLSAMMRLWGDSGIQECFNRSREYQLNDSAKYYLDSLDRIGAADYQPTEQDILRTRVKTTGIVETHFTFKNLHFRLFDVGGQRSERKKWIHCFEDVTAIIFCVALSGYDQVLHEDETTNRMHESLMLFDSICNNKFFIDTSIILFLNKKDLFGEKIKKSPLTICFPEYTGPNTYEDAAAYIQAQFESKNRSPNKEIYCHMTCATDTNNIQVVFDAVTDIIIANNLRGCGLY
RGS7-Gao: modulates binding of RGS7 to human Galphao; P09471; Multiplexed bead flow cytometry; actives lie on both sides; binding response (% of control), % at 10 µM; 220,000 compounds, 0.35% hits; AID 1439; in the data active = binding response below about 49% or above about 150%; inconclusive = no clear call, values can overlap the other calls; inactive = in between;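 also: fluorescent Galphao held in activated GDP-AlF4 state binding bead-coupled RGS7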
ABCB1 block: blocks JC-1 efflux by human ABCB1 transporter. P08183. CCRF-Adr cells, flow cytometry. inhibition, % at 6.6 µM. 190,000 compounds, 0.067% hits. AID 1326; in the data active = inhibition above about 40%;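 also: 0% = vehicle and 100% = reference inhibitor; higher value means more JC-1 retained so stronger ABCB1 efflux block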
Bim-Bcl-2: inhibitors of Bim-Bcl-2 interaction, human; P10415; 190,000 compounds, 0.06% hits; Bead-based flow cytometry, Bim peptide-Bcl-2 binding; inhibition, % at 10 µM; in the data active = inhibition above about 40%; inconclusive = no clear call, values can overlap the other calls;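 also: 0% = no compound wells with probe peptide and 100% = reference peptide inhibitor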
Target sequence (P10415 whole entry, looked up): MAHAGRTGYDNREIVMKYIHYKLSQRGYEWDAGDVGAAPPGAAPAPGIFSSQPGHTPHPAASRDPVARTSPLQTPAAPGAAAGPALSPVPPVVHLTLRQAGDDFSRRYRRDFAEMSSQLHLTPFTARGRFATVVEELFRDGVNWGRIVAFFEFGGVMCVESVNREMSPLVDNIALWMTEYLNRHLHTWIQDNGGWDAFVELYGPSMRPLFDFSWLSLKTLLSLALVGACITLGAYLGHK
RGS8-Gao reg: modulates binding of RGS8 to human Galphao. response (percent of control binding), % at 10 µM. multiplexed bead flow cytometry; actives lie on both sides. P09471. 220,000 compounds, 0.34% hits; in the data active = response below about 60% or above about 140%; inactive = in between;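 also: Galphao activated as the GDP aluminium fluoride complex binding bead-coupled RGS8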
Bim-Bcl-B: human Bim-Bcl-B interaction inhibition | Q9HD36 | bead-based flow cytometry, Bim peptide-Bcl-B binding | inhibition, % at 10 µM | 190,000 compounds, 0.073% hits | AID 951;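 also: 0% = tracer peptide without compound and 100% = reference inhibitor peptide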
Target sequence (Q9HD36 whole entry, looked up): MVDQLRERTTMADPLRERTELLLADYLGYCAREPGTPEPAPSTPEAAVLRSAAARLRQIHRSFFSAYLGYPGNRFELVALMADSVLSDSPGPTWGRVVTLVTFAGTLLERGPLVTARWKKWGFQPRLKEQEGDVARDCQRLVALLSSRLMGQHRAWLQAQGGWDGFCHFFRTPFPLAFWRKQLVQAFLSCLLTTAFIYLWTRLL
ABCG2 block: human ABCG2 inhibition, ABCB1 as counter-screen. 190,000 compounds, 0.1% hits. Q9UNQ0. IgMXP3 cells, JC-1 efflux, flow cytometry. inhibition, % at 6.6 µM;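 active = inhibition above 80%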;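 also: 0% = DMSO and 100% = nicardipine control wells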
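Read-out basis: Efflux inhibition in percent versus controls | Test system: ABCG2 IgMXP3 and barcoded ABCB1 CCRF-Adr cell mix | Quantity: 3 million cells/mL in well | Schedule: 10 min at 25 °C | Control set: Nicardipine as high control, DMSO as low control | Reagent: JC-1 as fluorescent efflux pump substrate | Signal: Flow cytometry of retained JC-1 fluorescence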
Starred values were filed as active, the others as inactive; ? = inconclusive. Rule as the data show it, unless noted: active = inhibition above about 40%.

The line under a structure holds: Bfl-1 Bim block	Bcl-XL Bim block	GSH fluor	Bim-Bcl-W	RGS4-Gao reg	RGS7-Gao	ABCB1 block	Bim-Bcl-2	RGS8-Gao reg	Bim-Bcl-B	ABCG2 block
- O=C(CN(C(=O)CCC(=O)Nc1nccs1)C1CCCC1)NCc1ccc2c(c1)OCO2
    -4	-5	12	-3	100	?	0.2	-1	100	-2	2
- CC(CCc1ccccc1)NC(=O)CSc1nccc(=O)[nH]1 (stereo not drawn)
    -7	-9	43	-2	12*	11*	0.3	-4	21*	-7	1
- O=C(COc1ccc(S(=O)(=O)NC2CCCCC2)cc1)N1CCN(c2ccc(F)cc2)CC1
    -3	0	25	0	103	105	0.8	-8	105	-5	2
- CC1CC(NC(=O)CCn2c(=O)oc3ccccc32)CC(C)(C)C1 (stereo not drawn)
    -5	-1	15	0	99	102	0.6	-1	100	-5	1
- CN1C2C=C(N(CCc3ccccc3)C(=O)c3ccc(Cl)cc3)CC1CC2 (stereo not drawn)
    -7	-1	10	0	102	100	0.1	-2	103	-1	0
- CCCc1cc(C(=O)N/N=C/c2ccc(C)o2)c2ccccc2n1
    2	1	8	1	114	112	0.8	2	110	3	7
- O=C(OCC(=O)N1CCCC1)c1ccc(S(=O)(=O)Nc2ccccc2)cc1
    -8	0	24	0	102	98	0.7	2	98	-3	1
- CCOC(=O)c1cc(C#N)c(SCc2cccc3ccccc23)nc1C
    2	0	19	0	94	94	-0.8	0	81	0	0
- O=C(CN1C(=O)COc2ccccc21)c1ccc(Cl)cc1
    -14	-17	45	4	97	94	-0.2	-15	97	-26	2
- CS(=O)(=O)c1ccc(Cl)c(NC(=O)COC(=O)c2cccc(C#N)c2)c1
    -3	0	7	1	105	101	0.0	0	111	-1	1
- c1ccc(NCn2cncn2)nc1
    -17	-12	35	-2	101	101	0.6	-9	98	-14	1
- O=C(COC(=O)c1cc(-c2cccs2)nn1-c1ccccc1)Nc1cc([N+](=O)[O-])ccc1Cl
    -3	-2	12	0	100	103	0.8	0	102	-5	48
- COc1ccc(C)cc1NC(=O)C(C)N(c1ccc(C)cc1)S(C)(=O)=O (stereo not drawn)
    -1	-3	18	0	95	97	1.1	-3	101	-4	6
- COC(=O)CON1C(=O)c2ccccc2C1=O
    -14	-6	41	-1	95	100	1.2	-11	100	-10	1
- O=C(O)/C=C\C(=O)Nc1ccc(N2CCN(c3cccc(Cl)c3)CC2)cc1
    1	2	17	2	100	99	0.0	1	103	3	0
- O=C(Nc1nnc(-c2ccco2)o1)c1cccc(Cl)c1
    -10	-2	12	-3	98	103	-0.1	-1	101	-3	1
- O=C(O)c1cc(S(=O)(=O)N2CCOCC2)c(Sc2ccccn2)cc1Sc1ccccn1
    -6	0	7	4	79	79	0.1	-1	86	-4	1
- Cc1ccc2nc(C)cc(N/N=C/c3ccc(F)cc3)c2c1
    -6	0	10	0	100	104	-0.6	-5	100	-3	6
- COc1ccc(N=C2C(=O)Nc3ccccc32)cc1
    0	0	11	2	101	97	1.0	0	100	-1	3
- Cc1nc(C(=O)N(C)C)nn1-c1ccc(Cl)cc1Cl
    -17	-3	30	-2	97	95	1.2	-10	99	-8	9
- Cn1c(=N)n(CC(O)c2ccccc2)c2ccccc21 (stereo not drawn)
    -9	-3	12	0	100	98	0.0	-11	101	-9	0
- CCC(CO)Nc1ncnc2c1cnn2-c1ccc(Cl)cc1 (stereo not drawn)
    -14	-6	14	-4	101	103	0.5	-10	102	-7	6
- CC(O)CNc1nc2ccccc2n1CC(=O)NC12CC3CC(CC(C3)C1)C2 (stereo not drawn)
    -5	0	11	-2	100	100	0.1	-2	100	-1	-2
- CCCNC(=O)c1ccc2c(=O)n(Cc3ccco3)c(=S)[nH]c2c1
    0	-4	7	1	101	98	-0.4	0	99	-7	0
- NNC(=O)c1cc2c(ccc3ccccc32)o1
    -6	-6	18	-2	94	94	-0.2	-4	95	-4	5
- O=C(Cn1nnc(-c2ccccc2NC(=O)c2ccccc2F)n1)NC1CCCC1
    -16	-2	17	-1	100	99	0.4	-6	104	-6	3
- C/C(CCC12CC3CC(CC(C3)C1)C2)=N\NC(N)=S
    1	-3	14	-1	96	99	0.7	-1	101	-1	4
- Cn1nc(N)nc1N1CCN(c2ccc(F)cc2)CC1
    -3	0	12	-1	100	104	1.2	0	101	-4	6
- COc1ccc(C(=O)C2CCCN(C(=O)CCc3ccccn3)C2)c(C)c1 (stereo not drawn)
    -10	-6	18	-1	104	101	0.2	-2	106	-6	1
- CCN(CC)c1ccc(NC(=O)c2cnccn2)cc1S(=O)(=O)Nc1ccc(OC)cc1
    -1	-5	8	0	98	97	-0.2	2	103	0	0
- O=C(NCC1CCCO1)c1coc2nc3ccccc3nc12 (stereo not drawn)
    0	-4	15	-1	94	98	0.2	0	98	-5	1
- C#CCN1C(=O)C(O)(CC(=O)c2ccc(OC)c(OC)c2)c2ccccc21 (stereo not drawn)
    -8	-15	45	-1	102	99	0.8	-10	102	-7	3
- COc1ccc(-n2nc3c(c2NC(=O)C2CC2)CS(=O)C3)cc1 (stereo not drawn)
    -21	-8	22	-1	99	99	-0.5	-11	101	-8	-3
- Cc1ccccc1CSCCNC(=O)CN(c1ccc2c(c1)OCO2)S(C)(=O)=O
    -12	-3	13	1	99	96	0.3	-10	99	-7	25
- COn1c2c(c3c4no[n+]([O-])c4ccc31)CCCC2
    -3	-1	22	-4	104	100	0.4	-2	102	-1	2
- CCC(=O)Nc1ccc(NC(=O)c2c(C)nc3ccccn23)cc1
    -9	-8	36	2	111	109	0.2	-10	108	-9	11
- COc1ccc(C2NC(=O)NC(O)(C(F)(F)F)C2C(=O)c2ccccc2)cc1OC (stereo not drawn)
    0	4	63	-4	97	96	0.6	0	93	-3	1
- CNC(=O)NC(=O)C(OC(=O)c1cccc(S(=O)(=O)N2CCCCC2)c1)c1ccccc1 (stereo not drawn)
    -2	-4	12	-3	98	99	0.8	-5	92	-5	7
- O=C(CSc1nc2ccccc2c(=O)n1C1CC1)NCc1ccccc1
    -14	-4	38	-2	101	102	0.9	-6	99	-9	11
- COc1ccc(NS(=O)(=O)c2cc(C)ccc2C)cc1
    -10	-4	13	-1	102	96	0.2	-6	102	-5	3
- O=P(O)(CCc1ccncc1)CN1CCCCC1
    -11	-1	6	3	100	98	0.3	-1	101	-1	1
- Cc1c(C(=O)Nc2ccccc2)cn2c(nc3ccccc32)c1C#N
    15	9	9	6	101	101	0.0	23	98	24	1
- CCSc1nnc(NC(=O)NC(CC)(C(F)(F)F)C(F)(F)F)s1
    4	2	48	6	98	98	0.2	2	103	7	1
- COc1cccc(-n2c(N)c(-c3nc4ccccc4[nH]3)sc2=S)c1
    13	-5	25	1	98	99	1.0	-4	97	-34	10
- [O-][n+]1onc2c3ccnnc3ccc21
    1	0	13	-1	107	103	0.9	0	107	-4	6
- Cc1ccc(S(=O)(=O)/N=C2/C=C(C3C(=O)CC(C)(C)CC3=O)C(=O)c3ccccc32)cc1
    5	2	21	8	97	88	1.0	-4	96	1	3
- CCOC(=O)C1(Cc2ccc(OC)cc2)CCN(C(=O)C2=CCCC2)CC1
    1	0	24	4	100	93	0.8	1	102	2	1
- CC(C)(C)Nc1nc(NC(C)(C)C)nc(-n2ccnc2)n1
    -10	-11	54	3	98	97	0.9	-8	100	-10	4
- CCSc1nc(N)c2c(C)c(C)sc2n1
    4	-2	18	-4	95	92	0.3	0	96	-1	1
- Cc1cccc(OCCCC(=O)Nc2ccc(N(C)C)cc2)c1
    9	-6	9	-1	102	101	-0.3	6	103	1	3
- NC(=O)COC(=O)CCSc1ccc(Cl)cc1
    3	0	11	1	102	102	0.5	1	103	-2	11
- S=c1[nH]nc(-c2ccc(Cl)cc2)n1Cc1ccccc1
    -6	-3	15	-3	111	109	-1.0	-2	99	-1	-2
- COC(=O)C(Cc1ccccc1)NC(=O)CSc1nc(N)cc(=O)[nH]1 (stereo not drawn)
    -4	-1	15	0	102	103	0.1	-5	101	-3	1
- Cc1cc(C)nc(N2CCC(C(=O)O)CC2)n1
    -6	-5	16	3	98	98	-0.6	-9	98	-3	-1
- O=C(COc1ccccc1)c1cn(CC(=O)N2CCOCC2)c2ccccc12
    -1	-1	19	-2	100	102	4.1	-1	95	-1	21
- O=C(NNS(=O)(=O)c1ccc(F)cc1)C1CCN(S(=O)(=O)c2ccccc2)CC1
    -2	0	14	1	101	100	-0.1	-1	99	-5	-1
- Cc1ccc([C@H]2C(C#N)=C(N)Oc3cc(C)oc(=O)c32)o1
    2	-3	12	-4	98	93	-1.1	2	100	-3	-1
- CC1CCCN(c2ccc([N+](=O)[O-])cc2C(=O)c2ccccc2)C1 (stereo not drawn)
    -1	-2	29	-3	115	112	1.1	-3	117	-6	2
- Cn1c(Cn2c(=O)sc3ccccc32)nnc1SCC(=O)NCc1ccccc1
    -7	-10	16	-7	100	99	0.3	-5	102	-9	2
- COC(=O)C1=C(N)Oc2cc(C)n(Cc3cccnc3)c(=O)c2C1c1ccccc1OC (stereo not drawn)
    -15	-11	25	-1	98	99	0.2	-13	99	-11	0

(listing goes on)
The line under a structure holds: Bfl-1 Bim block	Bcl-XL Bim block	GSH fluor	Bim-Bcl-W	RGS4-Gao reg	RGS7-Gao	ABCB1 block	Bim-Bcl-2	RGS8-Gao reg	Bim-Bcl-B	ABCG2 block
- Cc1ccc(-n2ncc3c(=O)n(Cc4ccccn4)cnc32)cc1C
    -13	-3	16	-2	99	101	0.3	-11	102	-8	1
- COc1ccc(CC(=O)NNC(=O)CCc2ccccc2)cc1
    5	0	20	0	97	96	0.3	3	98	3	1
- COC(=O)C1C(=O)C2=C(CC1C)NC(=O)CC2c1ccc(O)c(OC)c1 (stereo not drawn)
    -4	2	8	2	115	103	0.4	0	107	-6	1
- NC(=O)CN1CCN(C2CC(=O)N(CCc3ccccc3)C2=O)CC1 (stereo not drawn)
    -2	-1	21	-2	99	99	0.2	3	101	0	0
- N#CCC(=O)NNC(=S)NC(=O)C(c1ccccc1)c1ccccc1
    -4	-5	14	-4	102	96	0.1	-5	102	-6	0
- COc1ccc(C2C(C(=O)c3ccco3)=C(O)C(=O)N2CCOCCO)cc1OC (stereo not drawn)
    -2	-3	9	0	105	99	0.8	2	99	1	4
- Cc1ccccc1NC(=O)C(=O)NC(C)CCc1ccccc1 (stereo not drawn)
    -3	-6	6	-3	100	101	0.1	0	100	-6	14
- COc1ccc(OC)c(Cc2nnc(CCC(=O)NCc3ccc(C)s3)o2)c1
    -5	-3	12	-3	92	60	0.5	-1	63	-3	2

Entries of single compounds, quoted from the list:
Entry for [O-][n+]1onc2c3ccnnc3ccc21 : Bfl-1 Bim block: 1; Bcl-XL Bim block: 0; GSH fluor: 13; Bim-Bcl-W: -1; RGS4-Gao reg: 107; RGS7-Gao: 103; ABCB1 block: 0.9; Bim-Bcl-2: 0; RGS8-Gao reg: 107; Bim-Bcl-B: -4; ABCG2 block: 6
Entry for COc1ccc(C)cc1NC(=O)C(C)N(c1ccc(C)cc1)S(C)(=O)=O (stereo not drawn) : Bfl-1 Bim block: -1; Bcl-XL Bim block: -3; GSH fluor: 18; Bim-Bcl-W: 0; RGS4-Gao reg: 95; RGS7-Gao: 97; ABCB1 block: 1.1; Bim-Bcl-2: -3; RGS8-Gao reg: 101; Bim-Bcl-B: -4; ABCG2 block: 6
